# AMA1-RON2 inh – qHTS for Inhibitors of AMA1-RON; Towards Development of Antimalarial Drug Lead: Primary Screen; 0.2% of 360,000 active; Potency, µM (titrated, usually from 58.2 µM), for inactives: top-dose activity change, negative = inhibition, most hits filed as inhibitors; AID 720542, 2013; AlphaScreen AMA1-biotinylated RON2 peptide binding;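 also: potency is read from the fitted curve at half-maximal effect; 0% = vehicle wells and -100% = peptide control; nearly all actives have a fitted effect of over 45% in size; some results filed as inactive show a strong effect at the top dose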
#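 AMA1 (3D7) with his tag at 25 nM final met compounds first, then biotinylated RON2 peptide at 25 nM; detection used donor plus acceptor beads, 10 µg/mL apiece, read by AlphaScreen after 30 min at room temperature.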
# FBPA Giardia inh – qHTS Assay for Inhibitors of Fructose-1,6-bisphosphate Aldolase from Giardia Lamblia; purified Giardia FBPA; A8B2U2; 0.71% of 290,000 active; AID 2451, 2010; Potency, µM (doses to about 59.6 µM), inactives show at the highest dose activity, negative = inhibition, most hits filed as inhibitors; also: potency is read from the fitted curve at half-maximal effect; nearly all actives have a fitted effect of over 55% in size
# Target sequence (A8B2U2 whole entry, looked up): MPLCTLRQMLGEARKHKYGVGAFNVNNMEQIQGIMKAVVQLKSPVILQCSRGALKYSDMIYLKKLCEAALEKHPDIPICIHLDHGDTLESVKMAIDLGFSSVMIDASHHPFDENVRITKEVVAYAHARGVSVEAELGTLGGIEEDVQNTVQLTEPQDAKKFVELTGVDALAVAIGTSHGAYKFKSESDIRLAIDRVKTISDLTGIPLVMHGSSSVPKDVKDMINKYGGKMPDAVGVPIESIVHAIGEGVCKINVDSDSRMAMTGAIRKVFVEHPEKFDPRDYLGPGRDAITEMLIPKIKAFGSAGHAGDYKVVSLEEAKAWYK
#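 40 nM FBPA preincubated 10 min at RT with compound (up to 57.5 uM final), then substrate plus GAPDH/TPI/NAD/arsenate coupling and diaphorase/resazurin added. Fluorescence read after 20 min at RT, 525/598 nm.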
# Sm TGR block – qHTS Assay for the Inhibitors of Schistosoma Mansoni Peroxiredoxins; Schistosoma mansoni thioredoxin glutathione reductase (TGR), Q962Y6; 3% of 360,000 active; Potency, µM (highest dose often 114 µM), for the others: at the top dose activity change, negative = inhibition, most hits filed as inhibitors; purified TGR, DTNB reduction, TNB absorbance 405 nm; also: potency is read from the fitted curve at half-maximal effect; nearly all actives have a fitted effect of over 60% in size
#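 Kinetic colorimetric format: TGR-catalysed, NADPH-driven DTNB reduction monitored via TNB absorbance. Enzyme dispensed at 20 nM; compound exposure 15 min at room temperature before reaction start.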
# HCMV inh – qHTS Assay for inhibitors of the human cytomegalovirus (HCMV); 4.5% of 410,000 active; HFF cells, HCMV-luciferase reporter, 72 h; active compounds read low; activity change, negative = inhibition, % at 57.5 µM; AID 1259415, 2018; in the data active = activity change below about -60%; inconclusive = no clear call, values can overlap the other calls; inactive = above about -39%
#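 Human foreskin fibroblasts infected with luciferase-reporter HCMV at MOI 1 PFU/cell, compounds at two doses. Luciferase measured 72 h post infection; normalized to buffer-only basal and Salinomycin (10uM) controls.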
# HCV inhibitor – qHTS Assay for Inhibitors of Hepatitis C Virus (HCV); Huh7.5.1 HCVcc-Cre infection, luciferase reporter, 44 h; Potency, µM (highest dose often 41.8 µM), for the others: top-dose activity change, negative = inhibition, most hits filed as inhibitors; 3.4% of 340,000 active; also: potency is read from the fitted curve at half-maximal effect
#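 1,000 cells/well; 4 h culture; + compound; + HCVcc-Cre (~0.5 moi); 44 h; luciferase substrate, RT 15 min; read 15 sec.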
# AmpC detergent – qHTS Inhibitors of AmpC Beta-Lactamase (assay with detergent); 0.041% of 370,000 active; P00811; AmpC hydrolysis of nitrocefin, absorbance 480 nm, 0.01% Triton; Potency, µM (doses to about 114 µM), without a hit: at the top dose activity change, negative = inhibition, most hits filed as inhibitors; AID 485294, 2010;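 also: potency is read from the fitted curve at half-maximal effect; 0% = no-compound wells and -100% = no-enzyme wells; nearly all actives have a fitted effect of over 25% in size; some results filed as inactive show a strong effect at the top dose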
# Target sequence (P00811 whole entry, looked up): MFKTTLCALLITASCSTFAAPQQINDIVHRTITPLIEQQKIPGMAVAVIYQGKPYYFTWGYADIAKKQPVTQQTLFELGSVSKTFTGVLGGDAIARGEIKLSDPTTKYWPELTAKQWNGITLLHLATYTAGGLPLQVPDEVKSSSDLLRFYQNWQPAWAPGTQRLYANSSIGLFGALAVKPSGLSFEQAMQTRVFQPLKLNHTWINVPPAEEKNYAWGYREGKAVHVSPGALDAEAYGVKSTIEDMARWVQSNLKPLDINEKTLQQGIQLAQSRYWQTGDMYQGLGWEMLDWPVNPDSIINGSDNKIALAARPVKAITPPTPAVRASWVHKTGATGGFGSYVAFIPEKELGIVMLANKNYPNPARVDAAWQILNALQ
#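 AmpC (5.3 nM in the dispensed reagent) in 20 mM phosphate pH 7.0 with 0.01% (detergent screen) or 0.0001% Triton X-100 was preincubated with compounds for 15 min at room temperature. Nitrocefin was then added from an 800 uM solution, and hydrolysis was followed at 480 nm.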
# Starred values were filed as active, the others as inactive; u = inconclusive; x = no result given; & = joins results of further samples; [ ] = remark or other dose. Unless noted, calls follow the shape of the dose curve; as a rule, active = well fitted curve in the direction sought with a large enough effect; inconclusive = small, poorly fitted or top-dose-only effect, or another doubt; inactive = no such curve, though single readings can be large; an effect the other way counts as inactive or inconclusive. Unless noted, % is scaled to controls: 0 for no effect and ±100 for the full control effect.
SMILES,AMA1-RON2 inh,FBPA Giardia inh,Sm TGR block,HCMV inh,HCV inhibitor,AmpC detergent
COc1ccc(C2C(C(=O)Nc3cc(OC)c(OC)c(OC)c3)c3ccccc3C(=O)N2C)cc1 (stereo not given),3%,10%,5%,-66*,-24%,0%
CCC(CC)c1nc2ccccc2c(=O)[nH]1,6%,3%,6%,-7,14%,8%
COc1cccc(NC2=C(NCCO)C(=O)c3ccccc3C2=O)c1,u,u,-5%,27,16%,-19%
O=C(/C=C/c1ccc(-c2ccccc2[N+](=O)[O-])o1)c1ccc(F)cc1,u,-21%,9%,1,u,-12%
COc1ccc2nc3c(cc2c1)c(NC(=O)CC(C)C)nn3CC(C)C,27%,3%,2%,-37,-19%,0%
COc1cc2c(cc1OC)CN(C(=O)CCCN1C(=O)c3ccccc3C1=O)CC2,17%,-14%,-27%,-16,8%,u
COc1ccc(NC(C)=O)cc1NC(=O)c1cccc(S(=O)(=O)N2CCc3ccccc32)c1,-13%,x,0%,-1,10µM*,5%
Cc1ccc(F)cc1NC(=O)c1cnccn1,2%,1%,11%,-34,6%,4%
O=C1CCCC2=C1C(c1cccc(Br)c1)n1nc(-c3ccco3)nc1N2 (stereo not given),-8%,x,x,17,1%,x
Cc1ccc[n+](CC(=O)c2ccccc2)c1,x,9%,-12%,x,x,-3%
O=C1CCCN1C(=O)COc1ccc([N+](=O)[O-])cc1,-18%,x,0%,-20,-12%,-8%
CCn1cc(CN2CCC(C(=O)Nc3cccc(-c4cccc(Cl)c4)c3)CC2)c(C)n1,2%,10%,-3%,u,u,6%
CC1(C)CC(=O)C2=C(C1)Nc1cc3c(cc1C2c1ccc(F)cc1)OCO3 (stereo not given),-8%,5%,11%,14,-20%,-6%
CS(=O)(=O)N1CCN(C(=O)COc2ccc3ccccc3c2)CC1,18%,0%,27%,0,15%,0%
O=S(=O)(Nc1nccs1)c1ccc(NS(=O)(=O)c2cccs2)cc1,-13%,9%,2%,-10,16%,-3%
O=C(CCc1nc2ccccc2c(=O)[nH]1)NCc1cccc(Cl)c1,-2%,-10%,-13%,-30,-26%,0%
COCCCNC(=O)Cc1c(C)c2c(cc(C)c3c(C(C)(C)C)coc32)oc1=O,2%,8%,0%,-34,11µM*,-2%
CCc1ccc(C(=O)c2cn(CC(=O)Nc3ccc4c(c3)OCO4)c3ccc(CC)cc3c2=O)cc1,x,x,3%,-88*,x,8%
CC(C)c1ccc(C2CC(=O)c3cnc(N4CCc5ccccc5C4)nc3C2)cc1 (stereo not given),2%,4%,-13%,12,-8%,1%
O=C(COc1ccc(Cl)cc1[N+](=O)[O-])N1CCCCCC1,0%,6%,-2%,2,18%,-3%
O=C(O)Cc1ccc(NC(=S)Nc2cccc(Cl)c2Cl)cc1,-5%[2.32 µM],-14%,u,-26,10%,-6%
O=C1CCN(C(=S)NCc2ccccc2)CC1,2%,6%,-4%,30,19%,-12%
COc1ccc(N(CC(=O)NCC2CCCO2)S(=O)(=O)c2ccc(C)cc2)cc1OC (stereo not given),-8%,4%,2%,-20,8%,2%
CCCCN(CC)c1nc(N)c(C#N)c(CC#N)c1C#N,6%,u,-11%,u,-29%,u
COc1ccc(CN2CCN(c3ncccn3)CC2)c(C)c1C,u,u,-3%,9,-21%,-9%

# The closing two entries of the part before lead into the next:
SMILES,AMA1-RON2 inh,FBPA Giardia inh,Sm TGR block,HCMV inh,HCV inhibitor,AmpC detergent
CCCCN(CC)c1nc(N)c(C#N)c(CC#N)c1C#N,6%,u,-11%,u,-29%,u
COc1ccc(CN2CCN(c3ncccn3)CC2)c(C)c1C,u,u,-3%,9,-21%,-9%
CCN(CC)C(=O)Oc1cc2c(-c3cc4cccc(OC)c4o3)cc(=O)oc2cc1C,0%,x,-2%,-17,6.3µM*,2%
Cc1cccc(N2CCN(CCCNC(=O)c3ccc(NC(=O)C4=CSCCO4)cc3)CC2C)c1 (stereo not given),u,x,-32%,-31,11µM*,-6%
O=C(NNS(=O)(=O)c1ccc(F)cc1)C1CCCCC1,0%,8%,7%,-22,0%,-1%
O=C(Nc1nc(-c2ccc(Cl)s2)cs1)c1ccccc1,-18%,-9%,-5%,6,u,-7%
Cc1ccc(S(=O)(=O)NCc2ccc(N3CCN(C(=O)OC(C)(C)C)CC3)cc2)cc1,-2%,3%,-3%,-68*,u,4%
O=C(Nc1ccc(Cl)cc1)N1CCN(c2ccccc2)CC1,8%,-1%,-3%,-24,u,4%
CCN1CCN(c2ccc(S(=O)(=O)N3CCOCC3)cc2NC(=O)c2cccc([N+](=O)[O-])c2)CC1,2%,x,x,6,u,x
COc1cccc(N2CCN(Cc3nc(N)nc(N4CCCc5ccccc54)n3)CC2)c1,-22%,-10%,-19%,3,-2%,u
CC1CCN(C(=O)CSc2nc3c(c(=O)n2C)SCC3)CC1,-1%,x,0%,u,x,3%
c1ccc(N/N=C(\Cc2ncc[nH]2)c2ccccc2)cc1,54%[activator],-14%,-33%,11,-30%,7%
COc1ccc(-n2c(=S)[nH]c3cc(C(=O)NCc4ccccc4)ccc3c2=O)c(OC)c1,59%[activator],5%,29%,u,-13%,-5%
CC1(C)CC(=O)c2sc(NS(=O)(=O)c3ccc(Br)cc3)nc2C1,12%,9%,-13%,34,23%,-9%
O=C(Nc1c(C(=O)O)[nH]c2ccccc12)NC1CCCCC1,-22%,-6%,-13%,40,3%,u
CC(=O)n1nc(-c2cccc(C)c2)nc1SCC(=O)Nc1ccccc1,-5%,-4%,-3%,-89*,6%,1%
Cc1cccc(C(=O)Nc2nnc(S(=O)(=O)N3CCCCCC3)s2)c1,-1%,u,-4%,24,12%,-12%
CC(=O)Nc1ccc(NC(=O)COc2c(C)cc(Br)cc2C)cc1,4%,1%,-9%,-12,3%,-12%
O=C(NC1CCN(Cc2nnnn2CCc2ccccc2)CC1)c1ccccc1F,-9%,0%,1%,45,7%&11%,-1%
Cc1cc(C)n(CC(O)COc2cccc(OCC(O)Cn3nc(C)cc3C)c2)n1 (stereo not given),8%,0%,1%,31,u,u
CC(=O)c1cccc(NC(=O)Cn2nc(-c3ccc(Cl)cc3)ccc2=O)c1,0%,2%,0%,-17,-2%,4%
COc1ccc(OC)c(C2CC(c3c(-c4ccccc4)c4cc(Cl)ccc4[nH]c3=O)=NN2S(C)(=O)=O)c1 (stereo not given),5%,-6%,3%,-5,-14%,-12%
COC(=O)C1C2CC(C(Br)C2Br)C1C(=O)O (stereo not given),-2%,x,x,-33,-2%,x
CN1CC(=O)N2[C@H](c3ccc4c(c3)OCO4)c3[nH]c4ccccc4c3C[C@@H]2C1=O,5%,8%,-1%,85,-19%,0%
CSc1nc2ccsc2c(=O)n1-c1ccccc1,-10%,2%,-4%,-26,-12%,3%
CCCS(=O)(=O)N1CCC(C(=O)N2CCC(Cc3ccccc3)CC2)CC1,-1%,5%,-30%,-39,-25%,-6%
Cc1ccc(C2=NC(C(F)(F)F)(C(F)(F)F)c3c(n(-c4ccc(F)cc4)c(=O)[nH]c3=O)N2)cc1,-1%,3%,5%,-13,u,-16%

# Whole records from above. Values in the order: AMA1-RON2 inh, FBPA Giardia inh, Sm TGR block, HCMV inh, HCV inhibitor, AmpC detergent
# Record of COc1cccc(NC2=C(NCCO)C(=O)c3ccccc3C2=O)c1 → u, u, -5%, 27, 16%, -19%
# Record of CCCS(=O)(=O)N1CCC(C(=O)N2CCC(Cc3ccccc3)CC2)CC1 → -1%, 5%, -30%, -39, -25%, -6%

# Remaining list, next part:
SMILES,AMA1-RON2 inh,FBPA Giardia inh,Sm TGR block,HCMV inh,HCV inhibitor,AmpC detergent
CCOc1ccc(N(CC(=O)Nc2cccc(N(C)S(C)(=O)=O)c2)S(=O)(=O)c2ccccc2)cc1,-4%,-5%,-1%,-64*,u,-7%
CCN1CCN(S(=O)(=O)c2ccc(Cl)c(C(=O)N(CC)CC(=O)Nc3ccc(OC)cc3)c2)CC1,-14%,x,-8%,-5,11%,-3%
C=CCn1c(O)c(N=NC(=S)Nc2ccccc2F)c2ccccc21,-12%,-9%,4%,-93*,10µM*,-1%
COCc1cc(=O)n2[nH]c(C(F)(F)F)nc2n1,7%,-10%,-20%,36,0%,u
Cc1cccc(/C=N/NC(=O)c2cc(-c3cccnc3)nc3c2c(C)nn3-c2ccccc2)c1,-4%,9%,4%,-3,u,-13%
CC1CCN(C(=O)C2CCC(C)(C(=O)O)C2(C)C)CC1 (stereo not given),5%,10%,1%,7,2%,2%
COc1cccc(NC(=O)C2=COCCO2)c1,8%,x,-5%,35,u,u
CCN1CCN(c2nc(-c3cccs3)nc3ccccc23)CC1,-5%,5%,u,-3,u,7%
O=C(NCc1ccc(F)cc1)C1CCC(CNS(=O)(=O)c2cccs2)CC1 (stereo not given),-7%,2%,5%,2,-14%,-11%
COc1cccc(NC(=O)CN(C)C(=O)c2cc(-c3ccco3)nc3ccccc23)c1,-13%,x,u,-26,2%,-16%
CCOC(=O)N1CCC(NC(=O)CC(NS(=O)(=O)c2ccc(Cl)cc2)c2ccco2)CC1 (stereo not given),14%,6%,5%,-10,21%,u
CCOC(=O)c1c(NC(=O)C(C)Oc2ccccc2F)sc(C(C)=O)c1C (stereo not given),x,x,1%,12,x,-2%
Cc1nc2sc3c(c2c(=O)n1/N=C/c1cccnc1)CCCC3,2%,13%,5%,u,u,2%

# An excerpt from above in order of formula weight, lowest first.
SMILES,AMA1-RON2 inh,FBPA Giardia inh,Sm TGR block,HCMV inh,HCV inhibitor,AmpC detergent
COc1cccc(NC(=O)C2=COCCO2)c1,8%,x,-5%,35,u,u
COCc1cc(=O)n2[nH]c(C(F)(F)F)nc2n1,7%,-10%,-20%,36,0%,u
CCN1CCN(c2nc(-c3cccs3)nc3ccccc23)CC1,-5%,5%,u,-3,u,7%
C=CCn1c(O)c(N=NC(=S)Nc2ccccc2F)c2ccccc21,-12%,-9%,4%,-93*,10µM*,-1%
Cc1cccc(/C=N/NC(=O)c2cc(-c3cccnc3)nc3c2c(C)nn3-c2ccccc2)c1,-4%,9%,4%,-3,u,-13%

# Bioassay records (PubChem)
